Bioassay records as filed in PubChem.
M4 PAM – positive allosteric modulators of human muscarinic M4 receptor; 360,000 tested, 0.4% active; P08173; CHO-K1 hM4/Gqi5, Fluo-8 calcium fluorescence, ACh EC20; 0% = ACh EC20, 100% = maximal ACh; activation, % at 3 µM;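 active = activation above its plate's cutoff, the mean activation of sample wells plus 3 SD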; also: some results filed as inactive read as strong as hits
Target sequence (P08173 whole entry, looked up): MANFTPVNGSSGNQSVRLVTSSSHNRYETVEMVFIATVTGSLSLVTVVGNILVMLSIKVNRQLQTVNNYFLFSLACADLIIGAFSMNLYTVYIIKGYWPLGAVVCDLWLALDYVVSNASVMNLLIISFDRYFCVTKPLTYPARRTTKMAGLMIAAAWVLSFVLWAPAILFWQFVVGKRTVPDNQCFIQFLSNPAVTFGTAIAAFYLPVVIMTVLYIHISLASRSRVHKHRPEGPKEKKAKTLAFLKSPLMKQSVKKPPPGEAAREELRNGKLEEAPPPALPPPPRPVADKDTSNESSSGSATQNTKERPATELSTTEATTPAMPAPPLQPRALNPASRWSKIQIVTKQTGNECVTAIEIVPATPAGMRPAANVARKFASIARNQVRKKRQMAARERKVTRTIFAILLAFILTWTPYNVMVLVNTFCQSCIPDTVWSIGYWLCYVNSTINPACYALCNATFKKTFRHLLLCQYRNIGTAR
CRFBP-R2 agonist – agonists of human CRF-binding protein/CRF-R2 receptor complex. HEK293 CRF-R2/CRF-BP, calcium dye fluorescence (FLIPR); percent of saturating CRF peptide response. activation, % at 13.2 µM. 350,000 tested, 0.46% active. AID 588473;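 active = activation of at least 50%, plus an integration ratio under a set limit after plate pattern correction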;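 also: plate controls were neutral control wells without compound for no effect and CRF at EC100 for full effect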
M4 antag – CHRM4 antagonism in calcium assay. inhibition, % at 3 µM. 360,000 tested, 0.73% active. AID 624125. CHO-hM4 cells, ACh EC80, Fluo-8 calcium fluorescence;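 active = inhibition above its plate's cutoff, the mean inhibition of sample wells plus 3 SD, cut at about 27% in these data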;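 also: 0% = acetylcholine EC80 with DMSO and 100% = DMSO without agonist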
CHRM4 agonist – agonists of human muscarinic M4 receptor (CHRM4). CHO-K1 hM4/Gqi5, Fluo-8 calcium fluorescence; vehicle 0%, full acetylcholine response 100%. P08173. activation, % at 3 µM. 360,000 tested, 0.14% active;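 active = activation above the run mean over all test wells plus 3 SD, cut at about 32% in these data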;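 also: peak over basal fluorescence ratio per well then scaled between controls; 0% = DMSO wells and 100% = acetylcholine at EC100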
CHRM5 PAM – CHRM5 positive allosteric modulation | CHO-K1 hM5, Fluo-8 calcium, ACh EC20 PAM; 0% = ACh EC20, 100% = ACh EC100 | P08912 | 360,000 tested, 0.3% active | activation, % at 3 µM;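 active = activation above the run cutoff, the mean activation of all test compounds plus 3 SD, cut at about 18% in these data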
Target sequence (P08912 whole entry, looked up): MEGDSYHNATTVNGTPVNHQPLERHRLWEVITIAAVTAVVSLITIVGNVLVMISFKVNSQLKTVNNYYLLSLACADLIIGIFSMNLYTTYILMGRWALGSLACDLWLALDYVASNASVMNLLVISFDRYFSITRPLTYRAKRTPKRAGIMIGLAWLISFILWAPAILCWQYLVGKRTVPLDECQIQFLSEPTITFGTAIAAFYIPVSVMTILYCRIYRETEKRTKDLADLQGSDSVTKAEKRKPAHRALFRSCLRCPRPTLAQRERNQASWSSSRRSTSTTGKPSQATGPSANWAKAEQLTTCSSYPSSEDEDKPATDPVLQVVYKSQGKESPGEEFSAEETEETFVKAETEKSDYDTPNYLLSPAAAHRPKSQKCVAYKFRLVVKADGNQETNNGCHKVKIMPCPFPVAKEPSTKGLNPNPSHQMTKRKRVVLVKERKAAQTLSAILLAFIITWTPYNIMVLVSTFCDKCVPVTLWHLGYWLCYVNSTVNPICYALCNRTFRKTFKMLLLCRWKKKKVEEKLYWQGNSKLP
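Assay system: CHO-K1 hM5 cells. Also added: acetylcholine at EC20 concentration, added after compound. Dosing: 3 µM, single dose. Times: compound preincubation 140 s before EC20 acetylcholine addition. Signal: Fluo-8 calcium fluorescence. Measure: % activation relative to EC20 and EC100 ACh responses. Repeats: singlicate, one well per test compound.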
CHRM5 agonist – agonists of human muscarinic M5 receptor (CHRM5); 360,000 tested, 0.19% active; CHO-K1 hM5 cells, Fluo-8 calcium fluorescence; 0% DMSO wells, 100% maximal acetylcholine response; activation, % at 3 µM; P08912;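 active = activation above the run's mean over test compounds plus 3 SD, cut at about 23% in these data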;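 also: signal is peak over basal fluorescence ratio across the kinetic read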
IDE cell inh – inhibits human insulin-degrading enzyme in HEK cells; P14735; 320,000 tested, 0.41% active; inhibition, % at 5.59 µM; FAbetaB cleavage, fluorescence polarization;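 active = percent inhibition above the average of all tested compounds plus 3 SD, set per screening campaign, cut at about 16% in these data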;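 also: IDE supplied by intact live HEK cells; FP after avidin binding of uncleaved biotin substrate so inhibition keeps polarization high; 0% = DMSO wells and 100% = 60 µM reference IDE inhibitor Ii1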
M5 antag – CHRM5 antagonism in calcium assay; P08912; CHO-hM5 cells, Fluo-8 calcium fluorescence, ACh EC80; 360,000 tested, 0.59% active; inhibition, % at 3 µM; AID 624040;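 active = inhibition above a per-plate cutoff, the mean of that plate's test compounds plus 3 SD, cut at about 27% in these data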;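 also: 0% = acetylcholine EC80 with DMSO and 100% = DMSO without agonist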
CRFBP-R2 block – antagonists of CRF-binding protein/CRF-R2 receptor complex. inhibition, % at 11.8 µM. 350,000 tested, 0.59% active. HEK293 CRF-R2/CRF-BP, CRF-induced calcium fluorescence. AID 588475;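 active = inhibition of the ligand-induced calcium signal above about 50% at the single tested concentration, limit read from the data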
Numbers without * were called inactive; . = not tested or not shown.

SMILES	M4 PAM	CRFBP-R2 agonist	M4 antag	CHRM4 agonist	CHRM5 PAM	CHRM5 agonist	IDE cell inh	M5 antag	CRFBP-R2 block
COc1cc(/C=N/Nc2ccc(Cl)nn2)cc(OC)c1O	0	-4.5	-5	1	0	-1	0	4	15
CN1C(=O)c2ccc(N3CCCC3)cc2C1=O	-9	19	-4	8	-6	5	8	4	17
CCCCc1nc(NCCN2CCOCC2)c(C#N)c2c1COC(C)(C)C2	3	1.0	0	0	11	-3	1	-2	-14
CC(=O)n1cc(C2C(=O)CC(C)(C)CC2=O)c2ccccc21	-5	2.7	4	0	1	1	2	3	11
O=C(CN1C(=O)/C(=C\c2cccc(Br)c2)Oc2ccccc21)NCC1CCCO1 (stereo unspecified)	-2	0.3	4	2	-2	-3	5	9	14
Cc1ccccc1C(=O)Nc1ccccc1N1CCN(C(=O)c2ccccc2)CC1	-6	-5.1	-5	7	-11	-3	-4	5	-19
COc1ccc(-c2cc(C(=O)N3CCCc4ccccc43)no2)cc1	-1	0.6	-3	12	-10	-3	-3	7	28
CCOC(=O)N1CCN(C(=O)c2ccc(NC(=O)CC)cc2)CC1	6	1.3	6	-2	6	2	1	-9	-32
CC(C)C(=O)Nc1ncc(Cc2ccccc2Cl)s1	2	1.3	3	2	1	1	0	6	-10
COCCCNC(=O)CCCCCNS(=O)(=O)c1ccc(Br)cc1	14	-3.6	-9	0	9	-4	-8	6	8
CCCN1CCC(=NNC(=O)CSc2cc(C)c(Br)cc2C)CC1	0	-1.8	-7	1	-3	-2	3	12	-12
Clc1ccc(-c2nc(N3CCOCC3)nc3ccccc23)cc1	-5	1.6	-1	1	3	1	9	10	8
CC(Oc1ccccc1F)C(=O)NNC(=O)c1cccc(S(=O)(=O)N2CCN(C)CC2)c1 (stereo unspecified)	7	0.5	-3	3	-1	5	0	5	-4
CC(=O)c1sc(C(C)(C)C)cc1NC(=O)c1ccccc1C(=O)O	-5	-0.4	12	0	-2	-2	2	11	19
CN1CCN(S(=O)(=O)c2ccc(NS(=O)(=O)c3ccccc3)cc2)CC1	-1	-2.3	4	0	-4	-2	-4	14	19
CC1(C)Cc2c(sc(NC(=O)c3ccc(S(=O)(=O)N4CCCC4)cc3)c2C#N)C(C)(C)N1	7	-1.3	1	1	2	-1	-5	6	17
COC(=O)COc1ccc2c(=O)c(-c3ccccc3)coc2c1	-7	1.3	6	18	-19	0	-1	14	7
O=C(c1ccc(C#Cc2ccccc2)o1)N1CCN(c2ccccn2)CC1	-6	-0.3	-1	6	-12	1	-5	-3	5
CCOP(=O)(OCC)C(NC(=O)/C=C/c1ccc(OC)cc1)c1ccccc1 (stereo unspecified)	3	-0.5	1	3	4	1	5	4	-15
O=C(Nc1ccc2c(c1)OCO2)C1CCN(c2ccc(S(=O)(=O)N3CCOCC3)cc2)CC1	24	0.5	-2	1	12	-1	-5	-3	13
CC(C)OC(=O)CSc1nnc2c(n1)[nH]c1ccc(F)cc12	17	0.1	6	2	0	-4	-9	6	5
CCCCn1c(N)c(N(CCOC)C(=O)C2CCN(c3ncnc4sc(C)c(C)c34)CC2)c(=O)[nH]c1=O	5	-1.0	-11	1	2	-2	-2	-6	3
COc1ccc(CN2CN=C(Nc3nc4ccccc4s3)NC2)cc1	-2	1.5	7	1	4	3	3	-5	-7
COCCNc1oc(/C=C/c2cccc(OC)c2)nc1S(=O)(=O)c1ccccc1	0	-3.3	-1	1	-3	-1	.	5	24
C[C@H](CO)N1C[C@H](C)[C@@H](CN(C)S(=O)(=O)c2ccc(F)cc2)Oc2ccc(NS(=O)(=O)c3ccccc3)cc2C1=O	7	-1.2	-14	0	6	-4	1	10	1
SMILES	M4 PAM	CRFBP-R2 agonist	M4 antag	CHRM4 agonist	CHRM5 PAM	CHRM5 agonist	IDE cell inh	M5 antag	CRFBP-R2 block
CC[C@@]1(C(=O)OC)N[C@H](CN(C)C(=O)Nc2ccc(Cl)cc2)[C@@H]2C(=O)N(Cc3ccccc3)C(=O)[C@@H]21	6	1.1	-23	1	5	-1	2	-12	-27
COc1ccc(NC(=O)C(c2ccc(C(F)(F)F)cc2)n2c(=O)c(-c3cc4ccccc4[nH]3)nc3ccccc32)cc1 (stereo unspecified)	-1	.	-4	0	5	-1	.	-3	.
C#CCOc1ccc2c3c(c(=O)oc2c1)CCCC3	1	-0.5	-5	-1	8	-14	2	3	-4
CCOC(=O)C1C(=O)Nc2nc3ccccc3n2C1C(C)C (stereo unspecified)	4	0.3	0	1	7	-2	3	-9	-10
N=C1C(c2nc(-c3ccc(F)cc3)cs2)=C(O)CN1Cc1ccc(Cl)cc1	6	0.7	-8	1	1	-2	4	-4	-13
CCC(C(=O)NC1CCCCC1)N(C(=O)c1snc(C(N)=O)c1N)c1ccc(OC)cc1OC (stereo unspecified)	-3	-1.0	9	0	0	-1	-1	15	4
Cc1ccc(-c2nnc(SCC(=O)Nc3ccc4c(c3)oc3ccccc34)n2C)c(Cl)c1	-6	0.8	13	0	3	1	2	-5	-9
Cc1cccc(C(=O)N[C@H](C(=O)Nc2nccs2)C(C)C)c1	-3	-0.5	9	0	-2	0	-2	2	10
CCc1sc(NC(=O)COC)nc1-c1ccccc1	2	-0.5	-2	-1	3	-15	9	9	5
COc1ccc(CCN2CC(C(=O)OCc3ccccc3Cl)CC2=O)cc1OC (stereo unspecified)	1	-0.9	4	5	-10	4	.	5	11
Fc1cccc(CSc2nnc3ccc(-c4ccncc4)nn23)c1	-17	1.0	-14	5	5	-1	-4	-3	-4
CCn1cc([N+](=O)[O-])c(C(=O)N2N=C(c3cccc4ccccc34)CC2c2ccccc2O)n1 (stereo unspecified)	5	0.1	15	5	29*	-3	2	2	2
CC(=O)Nc1ccc(NS(=O)(=O)c2ccc3ccccc3c2)cc1	2	1.7	4	6	-3	8	5	6	-12
COc1ccc(CCNC(=O)C(C(=O)c2ccc(F)cc2)n2ccccc2=O)cc1OC (stereo unspecified)	11	-1.2	1	0	-2	0	-1	7	29
O=C1CC(Sc2nnc(-c3ccccc3O)o2)C(=O)N1c1ccccc1 (stereo unspecified)	-4	-1.3	0	7	-2	3	-3	-5	5
O=C(Cc1ccccc1)Nc1ccc(C(=O)NCC2COc3ccccc3O2)cc1 (stereo unspecified)	3	-1.6	11	3	-2	0	-2	3	11
COc1ccc([N+](=O)[O-])cc1NC(=O)C(C)N1CCCC1 (stereo unspecified)	9	0.7	-11	0	-1	-3	6	0	-7
CC(=O)c1oc2ccccc2c1N	6	-1.5	11	1	10	2	7	-3	7
Fc1ccc(/C=N/Nc2nnnn2-c2ccccc2)cc1	-6	-1.0	2	-1	-2	-3	3	-1	-24
Cc1ccc(NC(=O)c2ccn(C(=O)Nc3ccccc3)n2)c(C)c1	2	-0.5	-2	1	-4	-2	1	-7	18
O=C(NCC1CCCO1)c1ccc(CNS(=O)(=O)c2cccc(Cl)c2)cc1 (stereo unspecified)	1	-0.1	-4	2	1	-1	0	0	17
O=C(CCNC(=O)c1ccccc1Cl)Nc1ccc(S(=O)(=O)N2CCOCC2)cc1	2	1.1	4	0	-2	0	.	-3	13
Nc1ccccc1NC(=O)CCn1c(=S)[nH]c2ccccc2c1=O	9	0.9	-12	2	-3	-3	-3	16	-6
Cc1ccc(S(=O)(=O)N2CCN(CC(=O)N(CC(C)C)c3c(N)n(CC(C)C)c(=O)[nH]c3=O)CC2)c(C)c1	2	-0.3	3	1	-3	-4	2	0	8
O=S(=O)(c1ccccc1)c1ccccc1/C=N\O	-4	3.7	-7	1	-6	-7	10	4	1
SMILES	M4 PAM	CRFBP-R2 agonist	M4 antag	CHRM4 agonist	CHRM5 PAM	CHRM5 agonist	IDE cell inh	M5 antag	CRFBP-R2 block
Cc1ccccc1CC1(CO)CCCN(C(=O)CCC(=O)c2ccccc2)C1 (stereo unspecified)	-5	-2.6	-4	9	-11	1	1	15	-8
CC(=O)c1ccc(NC(=O)c2ccc(C)c(S(=O)(=O)N3CCOCC3)c2)cc1	-5	-1.1	-18	18	-10	2	4	3	25
O=C(O)COCC(=O)Nc1ccccc1-c1ccccc1	10	3.2	-15	1	5	0	1	-20	-11
COC(=O)c1ccsc1NC(=O)CCS(=O)(=O)c1ccc(Cl)cc1	-1	-0.3	-4	4	-1	3	9	2	-10
O=C1C=C(NCc2ccccc2)CCC1	-7	0.6	2	0	2	-2	-6	-1	-8
C[C@@H]1Cc2c(O)c(O)cc(O)c2C(=O)O1	7	1.0	-6	0	2	0	-4	2	-12
CCOC(=O)CSc1nnc(-c2ccc3ncccc3c2)n1C	-9	6.0	7	0	-5	0	6	15	19
COc1cc(NC(=O)CSc2nnc(NC(C)C)s2)cc(OC)c1OC	-1	3.0	-2	3	0	5	2	4	-2
CCn1c(SC)nnc1-c1nnc(SC)n1CC	-1	0.5	10	0	0	-1	4	2	-15
Cc1csc(NS(=O)(=O)c2ccc(Cl)cc2)n1	-1	0.0	8	1	-6	-3	12	0	6
COc1ccc(-c2ccc3nccn3c2)cc1	-3	.	4	1	-2	-2	.	10	.
O=C(Nc1ccc(S(=O)(=O)N2CCCCC2)cc1)C1CC1	6	-1.5	-7	3	-2	1	0	3	2
COc1cc(C(=O)Nc2ccc(Nc3ccccc3)cc2)cc(OC)c1OC	-9	-0.9	-5	8	-6	2	8	10	7
CC1(C)CC(=O)c2sc(N3CCCCC3)nc2C1	1	0.1	5	0	-3	-8	10	-4	-1
O=C(Nc1nccs1)c1ccc(-c2ccc(Cl)cc2Cl)o1	10	3.9	-5	-1	0	-1	14	1	-12
CCC1(c2ccc(F)cc2)NC(=O)N(CC(=O)c2ccc[nH]2)C1=O (stereo unspecified)	-4	2.9	-11	4	-4	0	8	4	-10
CSC12CCCN(CCC(C(C)(C)C)C1)C2=O (stereo unspecified)	7	.	-7	0	6	2	.	0	.
COc1ccc(N2CC(O)=C(c3nc(-c4ccc(F)cc4)cs3)C2=N)cc1Cl	12	-0.1	-1	1	-1	-4	-4	5	-11
CC12CC3(C)CC(C)(C1)CC(C(=O)NCc1cccnc1)(C2)C3	5	-0.9	-7	0	0	-6	0	-9	6
CN(c1ccc(C(=O)NC2CCCC2)cc1)S(=O)(=O)c1ccc(Cl)cc1	0	-1.8	3	2	-1	-1	0	12	0
O=C(NCc1cccc(Cl)c1)c1cnccn1	2	0.4	4	0	-7	-1	-4	-2	5
Cc1ccc(Oc2ncc(CN3CCOCC3)s2)cc1	-9	0.0	3	0	0	0	7	-5	-1
Cc1ccc(Cn2c(C3CCCN3c3nc(C)cs3)nc3cc(C(F)(F)F)ccc32)cc1 (stereo unspecified)	-10	0.3	2	0	0	0	4	8	4
O=S1(=O)C=C(Oc2ccc(F)cc2)c2ccccc21	-3	-0.1	-3	0	1	0	1	1	-9

Single records, from the list above. Values in the order: M4 PAM	CRFBP-R2 agonist	M4 antag	CHRM4 agonist	CHRM5 PAM	CHRM5 agonist	IDE cell inh	M5 antag	CRFBP-R2 block
Results for Fc1cccc(CSc2nnc3ccc(-c4ccncc4)nn23)c1 = -17	1.0	-14	5	5	-1	-4	-3	-4
Results for COc1ccc(-c2cc(C(=O)N3CCCc4ccccc43)no2)cc1 = -1	0.6	-3	12	-10	-3	-3	7	28
Results for CC(Oc1ccccc1F)C(=O)NNC(=O)c1cccc(S(=O)(=O)N2CCN(C)CC2)c1 (stereo unspecified) = 7	0.5	-3	3	-1	5	0	5	-4
Results for COC(=O)COc1ccc2c(=O)c(-c3ccccc3)coc2c1 = -7	1.3	6	18	-19	0	-1	14	7
